High-throughput results deposited in PubChem BioAssay by several laboratories.
ZTA counter: counter-screen for EBNA-1 inhibitors: inhibitors of Epstein-Barr virus ZTA; P03206; ZTA-DNA binding, fluorescence polarization; inhibition, % at 11 µM; 0.15% of 320,000 active; AID 2234; in the data active = inhibition above about 33%
Target sequence (P03206 whole entry, looked up): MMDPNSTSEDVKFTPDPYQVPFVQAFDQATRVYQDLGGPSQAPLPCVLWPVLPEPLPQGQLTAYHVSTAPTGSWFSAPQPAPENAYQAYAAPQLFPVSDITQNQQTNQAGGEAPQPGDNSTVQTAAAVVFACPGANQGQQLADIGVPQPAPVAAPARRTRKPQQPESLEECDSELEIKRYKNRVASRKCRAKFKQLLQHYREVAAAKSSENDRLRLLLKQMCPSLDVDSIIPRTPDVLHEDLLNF
PP5 primary: inhibitors of human protein phosphatase 5 (PP5) | P53041 | purified PP5c, OMFP substrate fluorescence | inhibition, % at 6.7 µM | 0.18% of 320,000 active | AID 1987;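 active = inhibition above the campaign's mean inhibition across all tested compounds plus 3 SD, cut at about 9.5% in these data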;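 also: 0% = DMSO only and 100% = 100 µM cantharidin control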
Fh CTSL1 inh: blocks F. hepatica cathepsin L1 in PFM18AAP counter-screen | inhibition, % at 5.96 µM | recombinant F. hepatica cathepsin L1, Z-Leu-Arg-MCA fluorescence | 0.49% of 300,000 active;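 active = inhibition above the mean of all tested compounds plus 3 SD, set per screening campaign, cut at about 17% in these data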;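 also: 0% = plate median of test compound wells and 100% = 1 µM Z-Phe-Ala-diazomethylketone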
JMJD2C inh: inhibitors of human GASC-1 (JMJD2C) demethylase. GST-JMJD2C(1-420) H3K9me3 demethylation, DELFIA europium. Q9H3R0. inhibition, % at 2.35 µM. 0.069% of 330,000 active. AID 2099;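 active = more than half of a compound's replicate wells show inhibition beyond 50%, single wells judged on their own value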;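 also: signal counts dimethyl H3K9 product captured on neutravidin plate; 0% = median of DMSO wells and 100% = 0.3 times that DMSO median; strong numbers were not always called active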
Target sequence (Q9H3R0 1-420 limits assumed): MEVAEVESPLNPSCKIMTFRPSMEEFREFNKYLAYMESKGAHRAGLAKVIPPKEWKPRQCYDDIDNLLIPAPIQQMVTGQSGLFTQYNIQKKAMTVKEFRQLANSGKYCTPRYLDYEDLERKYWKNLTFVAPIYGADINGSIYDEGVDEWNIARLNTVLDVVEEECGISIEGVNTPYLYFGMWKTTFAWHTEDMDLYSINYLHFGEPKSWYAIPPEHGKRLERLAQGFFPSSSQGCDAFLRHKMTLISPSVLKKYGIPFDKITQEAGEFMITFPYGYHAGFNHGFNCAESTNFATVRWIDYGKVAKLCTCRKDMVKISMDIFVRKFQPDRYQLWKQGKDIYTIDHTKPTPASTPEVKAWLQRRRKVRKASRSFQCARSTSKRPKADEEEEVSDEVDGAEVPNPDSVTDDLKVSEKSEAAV
EBNA-1 inhibitor: blocks EBNA-1 binding to DNA | EBNA-1 DNA binding, fluorescence polarization | inhibition, % at 14.8 µM | 0.34% of 300,000 active | AID 1950; in the data active = inhibition above about 28%
HCV core dimer: HCV core protein dimerization inhibition; AID 1899; inhibition, % at 5 µM; TR-FRET GST/Flag-core106 dimerization, 1536-well; 0.33% of 300,000 active;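 active = inhibition above the mean of all tested compounds plus 3 SD, set per screening campaign, cut at about 45% in these data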
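Material: Tagged HCV core106 pair (GST and Flag) | Amount: GST-core106 13.5 nM, Flag-core106 17 nM | Medium: KF-containing HEPES buffer, pH 7.45, DTT, CHAPS, BSA | Reagent: Eu donor and XL665 acceptor anti-tag antibodies | Schedule: 4 h at 22.5 °C | Technique: Time-resolved FRET, ex 340 nm, em 617 and 671 nm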
CR mimetic SO: caloric restriction mimetics inhibiting age-related superoxide in yeast. S. cerevisiae aged cells, superoxide DHE fluorescence; hits give low values. superoxide response (% of plate mean), % at 10 µM. 0.18% of 330,000 active. AID 2690;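 active = superoxide response under a set limit, about three screen SD below normal, cut at about 65% in these data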;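 also: yeast aged for seven days with compound at 30 °C before DHE staining; 100% = average MFI of all compound-treated wells on the plate with controls excluded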
PP1 inh: counter-screen for PP5 inhibitors: inhibitors of human PP1-alpha. AID 2235. inhibition, % at 6.7 µM. P62136. purified PP1alpha, OMFP fluorescence. 0.9% of 320,000 active;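 active = inhibition above the mean inhibition of all tested compounds plus 3 SD, computed separately for each screening campaign, cut at about 15% in these data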
Target sequence (P62136 whole entry, looked up): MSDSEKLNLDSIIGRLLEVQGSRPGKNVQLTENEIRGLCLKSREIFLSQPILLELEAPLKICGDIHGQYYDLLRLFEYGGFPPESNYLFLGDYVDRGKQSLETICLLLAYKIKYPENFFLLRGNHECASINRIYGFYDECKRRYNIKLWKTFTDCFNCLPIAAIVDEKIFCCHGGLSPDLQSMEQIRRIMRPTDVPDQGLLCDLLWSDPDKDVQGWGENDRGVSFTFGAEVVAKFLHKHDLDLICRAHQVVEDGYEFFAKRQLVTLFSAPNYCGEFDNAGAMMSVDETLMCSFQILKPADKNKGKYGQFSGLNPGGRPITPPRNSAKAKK
TPT1 inh: C. albicans TPT1 enzyme inhibition; inhibition, % at 5 µM; 0.81% of 300,000 active; recombinant caTPT1, FP RNA substrate dephosphorylation;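 active = inhibition above the mean of all tested compounds plus 3 SD, set per screening campaign, cut at about 24% in these data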;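 also: plate controls were DMSO alone for no effect and ferristatin control at 100 nM for full effect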
Starred values were filed as active, the others as inactive; i = inactive; x = not tested or not shown.

SMILES | ZTA counter | PP5 primary | Fh CTSL1 inh | JMJD2C inh | EBNA-1 inhibitor | HCV core dimer | CR mimetic SO | PP1 inh | TPT1 inh
CC(C)(C)c1ccc(C2C3=C(CCCC3=O)NC3=C2C(=O)c2ccccc23)cc1 (configuration not stated) | 3 | 4.8 | 0 | 4 | 4 | 0 | i | -1 | 5
COc1cc(/C=C/C(=O)O)cc(S(=O)(=O)N2CCc3ccccc32)c1OC | 11 | -0.9 | -1 | 7 | 2 | 1 | 116 | -3 | -1
COc1cc(OC)cc(-c2cc3nc(C4CCN(C(=O)OC(C)(C)C)CC4)cc(=O)n3[nH]2)c1 | -14 | -0.3 | 10 | -2 | -7 | 15 | 95 | 6 | 2
O=C(Nc1ccc(F)cc1)Nc1ccc(Oc2ncnc3cc(Cl)ccc23)nc1 | 9 | -1.9 | -1 | -4 | 5 | 4 | 99 | -4 | -2
O=C(c1cc2ccccc2oc1=O)N1CCCC1 | -6 | 3.3 | -3 | -3 | -12 | -2 | 105 | 1 | 0
O=C(COC(=O)c1cccc(C(=O)OCC(=O)NC2CC2)n1)NC1CC1 | 3 | -2.1 | -4 | 0 | 3 | 2 | 95 | 1 | 0
COc1cc(C(=O)N/C(=C\c2cn(S(=O)(=O)N(C)C)c3ccccc23)C(=O)NCCCO)cc(OC)c1OC | 29 | -0.8 | 0 | 0 | 4 | -2 | 104 | -3 | -1
CC(=O)NC(C)C(=O)OCc1ccc(Cl)cc1Cl (configuration not stated) | 4 | -0.2 | -12 | 18 | -3 | -1 | 103 | -4 | 2
CN1CCN(C(=O)c2cnn(-c3ccccc3)c2NC(=O)c2ccccc2Br)CC1 | -5 | 2.7 | 3 | -2 | -16 | -8 | 99 | -1 | 3
C=CCn1c(O)c(N=NC(=S)Nc2ccc(OC)c(Cl)c2)c2ccccc21 | 2 | -0.4 | 8 | -4 | 15 | 6 | 96 | 5 | -5
COc1ccc(NC(=S)N/N=C/c2ccc(F)c(F)c2)cc1 | 10 | 1.5 | 1 | 31 | -6 | 0 | 103 | 2 | 0
CCc1cccc(OCC(=O)Nc2ccccc2N2CCCC2)c1 | 3 | -0.7 | 2 | -1 | -1 | 0 | 105 | -1 | 1
O=C1CCCCC1 | -2 | 0.1 | x | -4 | x | x | 93 | -4 | x
COc1ccccc1N(CC(=O)Nc1ccc(S(=O)(=O)N2CCCCC2)cc1)S(C)(=O)=O | -9 | 3.0 | -4 | -11 | -9 | 5 | 114 | -2 | 3
Cc1ccc(NC(=O)CSCC(=O)Nc2ccccc2C(=O)N2CCCCC2)cc1 | 6 | 2.5 | -3 | 3 | 6 | -6 | 102 | 0 | -2
Nc1nc(N2CCN(C(=O)c3ccco3)CC2)nc2ccc(Br)cc12 | -11 | 0.0 | -4 | -9 | 1 | 15 | 98 | -4 | 2
CC1CCc2c(sc3[nH]c(=S)n(C)c(=O)c23)C1 (configuration not stated) | 0 | 2.1 | -1 | -3 | 1 | -2 | 91 | 1 | 4
O=C(NNS(=O)(=O)c1ccc(F)cc1)c1cc2ccccc2cc1O | 19 | -1.4 | 3 | -4 | 7 | 7 | 106 | -1 | -1
O=C(CCC1CCCC1)Nc1ccccc1-c1ccccc1 | -2 | 1.4 | 3 | 5 | 6 | -6 | 92 | 3 | -1
O=S(=O)(c1ccc(Cl)cc1)N1CCCC1c1nc(-c2cccc(Cl)c2)no1 (configuration not stated) | 3 | 0.1 | -1 | -13 | -13 | -5 | 96 | 1 | 3
c1coc(CNC2CCCCC2)c1 | -24 | 8.7 | -2 | 4 | -6 | -2 | 86 | 1 | -2
C=CCN(CC=C)C(=O)C1CCN(S(=O)(=O)c2ccc(N3CCCC3=O)cc2)CC1 | -3 | 0.1 | 0 | 5 | -4 | 4 | 88 | -1 | -2
CCOC(=O)/C(C#N)=C/c1ccc(OC(=O)c2ccccn2)cc1 | -2 | 2.7 | 1 | -15 | -15 | -3 | 87 | 0 | 11
COc1cc(S(=O)(=O)N2CCN(c3ccccc3)CC2)ccc1Cl | -2 | -0.1 | -2 | -17 | -4 | 3 | 91 | 1 | 0
COc1ccc(/C=N/NC(=O)c2ccc(COc3cccc4cccnc34)cc2)cc1OC | -6 | 5.2 | 1 | -35 | -1 | 14 | 97 | 3 | -5

6 entries picked at random from the list so far, as already listed:
SMILES | ZTA counter | PP5 primary | Fh CTSL1 inh | JMJD2C inh | EBNA-1 inhibitor | HCV core dimer | CR mimetic SO | PP1 inh | TPT1 inh
COc1ccc(/C=N/NC(=O)c2ccc(COc3cccc4cccnc34)cc2)cc1OC | -6 | 5.2 | 1 | -35 | -1 | 14 | 97 | 3 | -5
O=C(NNS(=O)(=O)c1ccc(F)cc1)c1cc2ccccc2cc1O | 19 | -1.4 | 3 | -4 | 7 | 7 | 106 | -1 | -1
COc1cc(OC)cc(-c2cc3nc(C4CCN(C(=O)OC(C)(C)C)CC4)cc(=O)n3[nH]2)c1 | -14 | -0.3 | 10 | -2 | -7 | 15 | 95 | 6 | 2
CC(C)(C)c1ccc(C2C3=C(CCCC3=O)NC3=C2C(=O)c2ccccc23)cc1 (configuration not stated) | 3 | 4.8 | 0 | 4 | 4 | 0 | i | -1 | 5
O=C(c1cc2ccccc2oc1=O)N1CCCC1 | -6 | 3.3 | -3 | -3 | -12 | -2 | 105 | 1 | 0
CCOC(=O)/C(C#N)=C/c1ccc(OC(=O)c2ccccn2)cc1 | -2 | 2.7 | 1 | -15 | -15 | -3 | 87 | 0 | 11

Single records (already shown). Screens in order: ZTA counter | PP5 primary | Fh CTSL1 inh | JMJD2C inh | EBNA-1 inhibitor | HCV core dimer | CR mimetic SO | PP1 inh | TPT1 inh
COc1cc(/C=C/C(=O)O)cc(S(=O)(=O)N2CCc3ccccc32)c1OC is entered as 11 | -0.9 | -1 | 7 | 2 | 1 | 116 | -3 | -1
COc1ccc(/C=N/NC(=O)c2ccc(COc3cccc4cccnc34)cc2)cc1OC is entered as -6 | 5.2 | 1 | -35 | -1 | 14 | 97 | 3 | -5
COc1ccc(NC(=S)N/N=C/c2ccc(F)c(F)c2)cc1 is entered as 10 | 1.5 | 1 | 31 | -6 | 0 | 103 | 2 | 0
O=C1CCCCC1 is entered as -2 | 0.1 | x | -4 | x | x | 93 | -4 | x
CC(C)(C)c1ccc(C2C3=C(CCCC3=O)NC3=C2C(=O)c2ccccc23)cc1 (configuration not stated) is entered as 3 | 4.8 | 0 | 4 | 4 | 0 | i | -1 | 5

Following part
SMILES | ZTA counter | PP5 primary | Fh CTSL1 inh | JMJD2C inh | EBNA-1 inhibitor | HCV core dimer | CR mimetic SO | PP1 inh | TPT1 inh
CCN1CCN(CCNC(=O)C2CCCN(Cc3nc(-c4cccc(Cl)c4)oc3C)C2)CC1 (configuration not stated) | -6 | 1.6 | 2 | 2 | -5 | -7 | 95 | -1 | -2
CCC(c1nnc(SCC(=O)Nc2cc(Cl)ccc2C#N)n1C1CCCCC1)N(C)C (configuration not stated) | -1 | -1.0 | 0 | -2 | 6 | -4 | 107 | -1 | -3
CCNC(=O)/C=C1\NC(C)(C)Cc2c1ccc1ccccc21 | 10 | -0.1 | -3 | -8 | 7 | 4 | 97 | 0 | -5
CCn1nccc1C(=O)Nc1ccc(C(=O)OC(C)C)cc1 | 8 | -0.8 | 1 | -15 | 2 | -3 | 96 | -1 | -6
N#Cc1c(N)nc2c(c1-c1ccc3c(c1)OCO3)CCc1ccccc1-2 | -7 | 1.8 | 1 | -1 | 7 | 4 | 97 | 0 | -3
COCCCNc1nc2c(c(=O)n(C)c(=O)n2C)n1Cc1cccc(OC)c1 | -1 | 0.2 | 3 | 7 | -4 | -2 | 117 | -7 | 7
CC(C)NC(=S)NC(c1ccccc1)(c1ccccc1)c1ccccc1 | 19 | 2.3 | -6 | 14 | 6 | 13 | 109 | 0 | 3
O=C(CCS(=O)(=O)c1ccc(Br)cc1)N1CCCCCC1 | 2 | 0.1 | -3 | -11 | -10 | -282 | 107 | 13 | -1
O=C(NC(Cc1c[nH]c2ccccc12)C(=O)O)/C(=C/c1ccco1)NC(=O)c1ccccc1 (configuration not stated) | 3 | -1.2 | 0 | 17 | -11 | -3 | 99 | -4 | 0
O=C(NCc1ccccn1)C(=O)Nc1ccccc1 | -2 | 1.9 | -4 | -4 | 2 | -2 | 105 | 3 | 0
CCc1ccc2nc(/N=C(\N)NC(=O)c3ccccc3)nc(C)c2c1 | -6 | 3.8 | 0 | -7 | 9 | 0 | 85 | 6 | 0
C(=N\n1cnnc1)/c1ccccc1OCCOc1ccccc1 | -11 | 0.1 | 12 | -9 | 0 | 1 | 104 | -2 | 2
COC(=O)C(NC(=O)c1ccccc1C)(Nc1ncc(S(=O)(=O)c2ccc([N+](=O)[O-])cc2)s1)C(F)(F)F (configuration not stated) | 7 | 4.3 | -1 | 19 | -3 | 10 | 108 | 0 | -3
O=C(Nc1ccc([N+](=O)[O-])cc1)C1C(c2ccccc2)=C1c1ccccc1 | -6 | 1.2 | 2 | 1 | 4 | 16 | 96 | 1 | -1
Cc1ccc(NC(=O)CSc2nncs2)cc1Cl | -14 | 0.3 | x | -3 | x | x | 97 | -1 | x
NC(=O)C1CCN(S(=O)(=O)c2ccccc2[N+](=O)[O-])CC1 | 12 | 0.8 | 1 | -8 | 10 | 0 | 103 | 3 | 2
CC(=O)c1ccc(Oc2cc(C(F)(F)F)cnc2C(N)=O)cc1 | 8 | -0.9 | -3 | 17 | 3 | 3 | 98 | -2 | 0
Clc1ccc(OCc2cn3ccccc3n2)c2ncccc12 | 14 | -0.2 | 2 | 1 | -13 | 0 | 104 | 0 | -2
CCCc1cc(=O)n2[nH]c(C)nc2n1 | -4 | 1.7 | 3 | -9 | 0 | -1 | 102 | 1 | 4
CCC(C)n1c(-c2ccco2)nc2nc3ccccc3nc21 (configuration not stated) | -5 | 3.5 | 2 | 12 | -7 | 6 | 102 | 3 | 27*
Cc1ccc(-n2cccc2C(=S)N=P(N(C)C)(N(C)C)N(C)C)cc1 | -13 | 1.1 | -1 | 2 | -10 | -3 | 90 | 0 | 2
CCOc1cc2[nH]c(=O)n(CCCCC(=O)NCc3ccco3)c(=O)c2cc1OCC | 14 | 1.5 | 0 | -9 | 8 | 0 | 106 | 1 | 0
O=C(Cc1ccc(Cl)cc1)Nc1ccccc1N1CCOCC1 | -10 | 1.9 | -6 | -6 | 6 | 0 | 99 | 0 | -1
Cc1ccccc1C(=O)O/N=C1\CCS(=O)(=O)c2sccc21 | -11 | 2.7 | -3 | -5 | -2 | 1 | 108 | -3 | -5
COC(=O)c1ccccc1NC(=O)C1CC(c2ccccc2O)=NO1 (configuration not stated) | 6 | 0.6 | -5 | -3 | 18 | 2 | 101 | -3 | -1
O=C1/C(=C/c2ccc([N+](=O)[O-])cc2)C=C(c2ccccc2)N1c1ccccc1 | -6 | -0.1 | 5 | 5 | -4 | 3 | 108 | -9 | 35*
COC(=O)c1sccc1NC(=O)c1csc(C)c1 | 2 | 2.1 | 5 | 60 | -3 | 4 | 95 | -4 | 5
COc1ccc(S(=O)(=O)N2CCOCC2)cc1NC(=O)c1cccc(-n2cccc2)c1 | -7 | 0.0 | -2 | 3 | 8 | 65* | 113 | 7 | 3
CC1CC(C)CN(S(=O)(=O)c2ccc3oc(=O)ccc3c2)C1 (configuration not stated) | 14 | 1.4 | 1 | -4 | 10 | 0 | 106 | -5 | 2
CN(Cc1ccc(Cl)c(Cl)c1)C(=O)C1CSC2(C)CCC(=O)N12 (configuration not stated) | 17 | 1.3 | x | 9 | x | x | 87 | -3 | x

Compounds were not picked by outcome (roughly 3.1% active in at least one column).
